Autophagy HCS = autophagy modulation, high-content screen; MEF GFP-LC3 puncta imaging; test concentration mostly 10 µM; calls only at 10 µM (by protocol); hit rate 0.98% among 190,000;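 active = percentage of spot-positive cells more than 3 SD above its plate mean, without a fluorescence outlier flag or 80% toxicity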;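 also: spot-positive cell cutoff set from DMSO-treated cells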
Yfh1-depleted yeast = mitochondrial function rescue without frataxin homolog – Friedreich's ataxia, plus single-dose screen, dose response (AID 1465); S. cerevisiae Yfh1-off respiration, WST-1 reduction, 72 h; higher fold induction means a stronger effect; fold induction at 50 µM; hits with a dose series show EC50 in µM; hit rate 0.074% among 220,000;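 active = fold induction of absorbance versus untreated yeast above a set limit, then at least 30% activation at any dose in follow-up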;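 also: activators that raise dye reduction in frataxin-depleted yeast; strong numbers were not always called active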
MT stabilizer = microtubule stabilizers in HeLa cells | AID 2205 | hit rate 0.83% among 200,000 | % tubulin-high responders, % at 10 µM | HeLa tubulin immunostaining HCS, 24 h; share of cells brighter than vehicle mean+2SD;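 active = plate Z-score above 3 for both tubulin-high and condensed-nucleus cell shares, with cell loss under 80%, at 10 µM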;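 also: anti alpha tubulin signal scored within the nucleus-defined area of each cell; some results filed as inactive read as strong as hits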
bCat nuc transl = beta-catenin nuclear translocation modulation. HeLa beta-catenin nuclear translocation, immunofluorescence imaging. nuclear translocation activity, % at 5 µM. hit rate 0.3% among 190,000;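 active = nuclear translocation activity above 50% at 5 µM, with a well cell count of 50 or more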;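 also: per-cell ratio of nuclear to cytoplasmic median beta-catenin stain intensity; plate controls were DMSO negative control for no effect and GSK-3 inhibitor IX positive control for full effect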
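Test system: human HeLa cells, native beta-catenin. Compound dosing: 5 µM primary single dose, 0.1% DMSO, 0.02–20 µM confirmation series. Incubation: compound exposure 24 h at 37°C. Detection: beta-catenin immunostaining with DAPI counterstain, 20x imaging, 6 fields/well. Read-out basis: Nuclear/cytoplasmic beta-catenin signal ratio, % activation.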
Hep lipid drop = hepatic lipid droplet formation modulation. AML12 mouse hepatocytes, oleate lipid droplets, BODIPY imaging. inhibition, % at 6.5 µM. hit rate 0.4% among 240,000. AID 1656;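 active = lipid droplet intensity inhibited by at least 50%, with more than 500 cells counted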
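Material: mouse AML12 hepatocyte cell line, fixed after treatment; Timing: compound with oleate, overnight; Technique: high-content imaging of BODIPY-stained droplets and DAPI nuclei; Probe or stimulus: oleate, 100 µM final; Dosing: compound at 6.5 µM only.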
HEK293 NOD2/NF-kB = NOD2 signaling inhibitors, cell-based, luminescence, uHTS, HEK293 (AID 1566) | hit rate 0.63% among 290,000 | HEK293 NOD2/NF-kB luciferase reporter, luminescence; higher % means a stronger effect | inhibition, % at 4 µM; hits with a dose series show EC50 in µM; in the data active = inhibition above about 50%; also: many of its hits are not listed in these tables
WT yeast gro inh = growth inhibition of WT yeast, mitochondrial fusion screen | inhibition, % at 10 µM | mitochondrial fusion phenotypic screen, WT strain | hit rate 2.1% among 190,000 | AID 1362; in the data active = inhibition above about 58%; tested in S. cerevisiae
Ins promoter up = MIN6 insulin promoter up-regulation; MIN6 insulin promoter-GFP reporter, high-content imaging; hits give high values; z-score at 5 µM; hit rate 0.3% among 190,000; AID 1625;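 active = z-score above 3 at 5 µM with at least 500 cells counted in the well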
Dynein cargo inh = blocks dynein driven cargo transport along microtubules. AID 1381. 3617.4 mouse cells, GR-EGFP nuclear translocation imaging; test concentration mostly 20 µM; stimulated with dexamethasone, 1 µM; hits give low values. z-score, hits read low. hit rate 0.47% among 220,000;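 active = plate z-score of nuclear minus cytoplasmic receptor signal below a set negative limit, without overly bright fluorescence or cell loss, cut at about -3.5 in these data, passing the limit was not always enough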;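 also: z-score of nuclear minus cytoplasmic ring GR-EGFP intensity difference per well; some compounds called inactive have numbers as strong as hits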
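Also added: dexamethasone, 1.0 µM final. Medium: tet-free, stripped-serum medium. Detection: fixed, Hoechst-stained cells imaged at 10x for EGFP. Read-out: nuclear-to-cytoplasmic GR-EGFP distribution per well. Times: induction 48 h, compound 1 h, agonist 30 min.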
WT yeast gro inh mutant strain = recorded beside WT yeast gro inh, whose call it bears; inhibition, %; mitochondrial fusion phenotypic screen, mutant strain inhibition
Dynein cargo inh cytoplasmic EGFP = further read-out of Dynein cargo inh, marked with its call; z-score; measured here: cytoplasmic GR-EGFP intensity; hits give high values
Dynein cargo inh nuclear GR-EGFP = also measured in Dynein cargo inh; calls as there; z-score; measured here: nuclear GR-EGFP intensity;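 lower value marks the stronger effect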
Dynein cargo inh cell count = further read-out of Dynein cargo inh, marked with its call; z-score; measured here: cell count per field
Ins promoter up cell count = further read-out of Ins promoter up, marked with its call; cell count; measured here: cytotoxicity, nuclei count;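 total cells summed across four imaged fields per well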
Hep lipid drop cells 6.5 µM = second read-out of Hep lipid drop, no call of its own (marks repeat the call); cell count; measured here: cell count, cytotoxicity flag;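 cells counted across two imaged fields per well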
bCat nuc transl cell count 5 µM = also measured in bCat nuc transl; calls as there; cell count; measured here: cell count, cytotoxicity flag
MT stabilizer Hoechst-high % = also measured in MT stabilizer; calls as there; % Hoechst-high responders; measured here: nuclear condensation Hoechst responders;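 share of cells brighter than vehicle mean plus two SD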
MT stabilizer cytotoxicity % = further read-out of MT stabilizer, marked with its call; toxicity, %; measured here: cytotoxicity by cell density;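 0% = mean cell density of plate MIN control wells and 100% = no cells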
Autophagy HCS cell loss 18 h = second read-out of Autophagy HCS, no call of its own (marks repeat the call); toxicity, %; measured here: cell loss, nuclei count;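 cell loss after 18 h compound exposure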
Starred values were filed as active, the others as inactive; i = inactive; / = not tested or not shown. This is a subset. The share of hits here may be higher or lower than overall.

nr	compound	Autophagy HCS	Autophagy HCS cell loss 18 h	Yfh1-depleted yeast	MT stabilizer	MT stabilizer Hoechst-high %	MT stabilizer cytotoxicity %	bCat nuc transl	bCat nuc transl cell count 5 µM	Hep lipid drop	Hep lipid drop cells 6.5 µM	HEK293 NOD2/NF-kB	WT yeast gro inh	WT yeast gro inh mutant strain	Ins promoter up	Ins promoter up cell count	Dynein cargo inh	Dynein cargo inh cytoplasmic EGFP	Dynein cargo inh nuclear GR-EGFP	Dynein cargo inh cell count
1	O=C1/C(=C/c2ccsc2)N2CCC1CC2	/	/	i	/	/	/	-0.1	1351	9.4	796	-44.8%	/	/	0.37	997	-0.211	-0.24	-0.417	1.21
2	CN(C)S(=O)(=O)Oc1ccccc1C(=O)Nc1ccccc1Cl	i	6.3	i	3.6	1.8	6.0	-0.5	1634	5.7	679	16.9%	-4.6	0.5	0	1481	-0.56	-0.24	-0.133	1.01
3	COc1ccc(NC(=O)C2CCCN2S(=O)(=O)c2cccc3cccnc23)c(OC)c1 (stereo not drawn)	/	/	i	2.9	0.5	5.2	-1.4	1072	2.9	595	10.8%	48.6	54.3	0.34	1417	1.67	-0.0372	1.43	-1.12
4	O=C(c1ccc(F)cc1)C(CN1CCOCC1)c1ccccc1 (stereo not drawn)	i	15.4	i	10.3	5.5	10.9	0.2	1144	/	/	1.8%	81.1*	70.1*	-4.27	534	-6.08*	1.01*	-2.57*	0.482*
5	CCOC(=O)c1cn(CC(=O)Nc2cccc(Cl)c2)nn1	i	-14.5	i	1.8	1.7	4.3	-1.4	910	13.1	674	-13.4%	7.7	6.1	0.48	1501	-1.21	-0.174	-0.586	0.279
6	C#CCNC(=O)C1=C[C@@H](C2CC2)[C@H](CCCO)[C@@H](OCC)O1	i	4.2	i	3.3	2.2	8.6	-0.2	1209	-0.2	750	2.9%	5.6	-1.4	-0.26	1359	-0.698	-0.243	-0.159	-0.716
7	CCn1c(COc2ccc3c(c2)OCO3)nnc1SCC(=O)c1ccc(Cl)cc1	i	-10.6	i	0.8	0.8	2.5	0.4	1244	-4.9	773	-5.4%	-6.0	1.6	-0.44	956	0.482	0.0855	0.231	0.283
8	COc1ccc(/C=C/c2cc[n+](C(=O)Cc3ccccc3)cc2)cc1	i	-2.7	i	11.3	5.7	2.1	11.4	946	-1.0	721	12.3%	5.5	17.0	-0.35	887	-1.46	-0.126	-0.436	0.198
9	CC(C)(Cc1ccc(O)cc1)NC(=O)CC(=O)N=Nc1c(O)[nH]c2ccc(Br)cc12	i	25.8	i	4.5	1.8	10.0	-1.2	1198	15.5	666	7.9%	-9.4	0.5	-0.32	1351	0.934	-0.29	0.0218	-1.23
10	NC(=O)COC(=O)c1ccccc1OCc1ccc(Cl)cc1	i	-0.8	i	7.4	2.4	9.4	-4.7	1126	0.8	713	17.8%	-22.9	-1.2	-0.21	1336	0.0754	0.56	0.427	0.565
11	C[C@@H](C(=O)Nc1ccc2ccccc2c1)[C@@H]1C[C@@]1(C)[C@@H](NC(=O)c1ccccc1)c1ccccc1	i	3.9	i	4.2	4.1	12.0	0.6	484	41.4	760	3.3%	-12.9	-6.4	-0.18	706	1	-0.235	0.79	-0.097
12	CN(Cc1ccccc1)c1oc(-c2ccco2)nc1C#N	i	1.6	i	4.1	4.2	5.0	-5.9	1191	6.5	761	-2.0%	-6.2	2.4	-1.26	922	-0.512	-0.337	-0.203	0.325
13	COc1ccc(Cn2cnc3c(NS(C)(=O)=O)c(C)c(C)cc32)cc1	i	5.3	i	1.9	1.1	4.3	4.0	972	-19.5	720	-1.8%	8.4	23.0	0.23	1575	-0.875	-0.205	-0.701	1.08
14	CCOc1ccc(NC(=O)CSc2nc3cccnc3n2CC)cc1	i	-7.3	i	2.8	2.3	4.6	/	/	9.8	727	11.1%	1.6	-5.8	0.16	1236	0.0664	-0.206	0.213	0.78
15	CCCn1c(C)cc(C(=O)CSc2nnc3n(CCC)c(=O)c4ccccc4n23)c1C	/	/	/	/	/	/	-3.9	1144	-6.9	643	1.4%	/	/	-0.04	940	/	/	/	/
16	N=C1/C(=C/c2cccn2Cc2ccc(F)cc2)C(=O)N=C2SC=CN12	i	-5.7	i	2.4	2.9	2.3	0.7	1135	-5.8	682	-12.8%	13.0	10.5	1.38	1462	4.84	13.2	3.9	-6.67
17	CCC(=O)N1c2ccccc2NC2=C(C(=O)CCC2)C1c1ccccc1 (stereo not drawn)	i	0.0	i	1.1	0.9	2.8	-5.3	1168	2.3	742	10.0%	-0.4	3.1	/	/	-1.42	0.00383	-0.464	0.749
18	CCOc1ccc(CC(=O)Nc2cccc(-c3ccc4nnc(C)n4n3)c2)cc1	i	3.5	i	3.2	3.3	8.0	-0.8	1143	4.8	750	-2.6%	-9.0	1.9	-0.38	1088	0.653	-0.367	0.827	0.119
19	O=C(Cc1csc(Nc2nc(=S)[nH]c3ccccc23)n1)NCc1cccc(Cl)c1	i	-24.5	/	4.3	2.2	6.5	/	/	/	/	-1.0%	4.9	12.5	/	/	0.714	-0.193	0.184	-0.861
20	COc1ccc(NS(=O)(=O)c2cc(NC(=O)c3cnc(C)cn3)ccc2N2CCCC2)cc1	i	-9.3	i	1.4	7.7	4.9	/	/	-6.8	627	-8.2%	16.2	7.6	0.14	1374	-0.817	-0.0367	-0.673	0.685
21	COc1cccc(CC2(CO)CCN(Cc3cnc(-c4cccc(C)c4)nc3)CC2)c1	i	2.0	i	/	/	/	2.0	902	-14.5	734	0.1%	-0.7	-25.4	-0.15	1528	-0.832	-0.32	-0.132	1.12
22	COc1ccc(Cl)cc1NC(=O)CN(C(=O)c1ccco1)C1CCCCC1	i	37.7	i	1.4	1.7	12.1	-1.3	938	/	/	19.1%	-14.9	-16.9	-0.15	1307	-0.00668	-0.189	0.113	0.65
23	CC(C)CCN1CC(C(=O)NC(C)C)CC1=O (stereo not drawn)	i	16.9	i	3.9	2.4	13.3	/	/	12.4	724	1.8%	1.0	42.9	0.51	1169	-0.324	-0.214	0.0643	0.465
24	C1CCC(n2nnnc2CN2CCN(C3CCCC3)CC2)CC1	i	-0.9	i	2.4	1.7	2.2	-2.0	906	/	/	-3.1%	-17.1	-11.5	-0.91	1492	2.8	-0.159	1.53	-1.68
25	Cc1ccc(C(C(=O)NC2CCCCC2)N(C(=O)Cc2c[nH]c3ccccc23)c2ccccc2C)o1 (stereo not drawn)	i	-8.2	i	1.6	2.5	12.2	-0.5	961	29.3	647	2.1%	-1.4	13.6	-0.16	1346	1.25	-0.175	1.24	-1.59
26	CCOC(=O)C1=C(C)NC(SC)=NC1c1ccc(OC)cc1 (stereo not drawn)	i	3.7	/	3.6	1.7	3.4	-1.0	1070	-7.2	727	12.9%	1.4	-7.1	0.05	1137	-0.198	-0.26	-0.511	0.693
27	CCOC(=O)c1ccc(Nc2nnc3nc(C)cc(C)n23)cc1	i	-4.0	i	2.8	1.8	10.3	0.3	1096	2.1	549	16.6%	-11.5	6.1	1.51	1753	0.268	-0.254	0.468	2.18
28	CCN1CCN(S(=O)(=O)c2cc(OC)c(Cl)cc2OC)CC1	i	24.4	i	1.4	1.3	1.3	-0.1	1185	-1.1	737	-4.0%	21.7	20.3	-0.52	941	-0.0704	-0.0847	0.442	-0.348
29	N#CC(C#N)=C(N)Nc1cccc(Cl)c1	/	/	i	/	/	/	-0.2	1356	-6.0	721	-1.6%	/	/	0.54	1029	0.968	-0.251	0.436	-0.122
30	Cc1cc(C)c2cc(C(c3nnnn3CC3CCCO3)N3CCN4CCCC4C3)c(=O)[nH]c2c1 (stereo not drawn)	i	3.2	i	2.0	1.6	8.7	-0.7	1028	/	/	13.3%	6.0	11.4	0.51	1281	-0.95	-0.196	-0.34	0.85
31	CCC(C)[C@@H](C(=O)NCC1CCC(C(=O)O)CC1)n1nnc2ccccc2c1=O (stereo partly drawn)	i	-4.5	/	1.8	1.7	7.0	/	/	/	/	11.8%	-12.8	-5.3	-0.93	1066	1.36	-0.202	0.841	-0.897
32	Cc1cccc(C(=O)OCC(=O)NCC(C)C)c1O	i	9.8	i	3.6	3.2	4.3	-4.0	1115	9.0	680	-0.5%	-10.7	16.0	-0.67	1342	-0.147	-0.29	0.215	-0.375
33	Cc1ccc(CN2CCN(Cc3nc4ccccc4nc3C)CC2CCO)cc1 (stereo not drawn)	/	/	i	/	/	/	0.4	1287	1.2	712	7.4%	/	/	-0.43	975	-0.0203	-0.196	-0.12	0.165
34	CN1CCN(NC(=O)CSc2ccc(Cl)cc2Cl)CC1	i	20.0	i	2.5	1.9	4.9	2.4	1131	-0.8	700	4.2%	-7.5	-18.6	0	1173	-0.434	-0.219	-0.179	0.15
35	CNc1oc(C)nc1S(=O)(=O)c1ccc(C)cc1	i	42.8	/	3.8	2.8	20.9	0.1	1382	/	/	-3.8%	67.6*	-15.8*	0.19	1633	-0.697	0.284	-0.42	0.513
36	CCc1ccc(NC(=O)Cn2cccc2)cc1	i	-1.8	i	2.8	2.1	4.9	-0.4	1108	-11.0	752	-9.8%	-6.7	-8.8	-0.37	1180	0.446	-0.254	0.461	-0.624

From PubChem BioAssay
